# PV pol inh: inhibitors of poliovirus RNA polymerase binding and polymerization; AID 588519; poliovirus polymerase elongation, fluorescence polarization; active compounds read low; % elongation, % (compound at 16.7 µg/mL); 150,000 tested, 0.66% active; in the data active = % elongation below about 90%; note: some results filed as inactive read as strong as hits
# Target sequence (P03300 1749-2209 limits assumed): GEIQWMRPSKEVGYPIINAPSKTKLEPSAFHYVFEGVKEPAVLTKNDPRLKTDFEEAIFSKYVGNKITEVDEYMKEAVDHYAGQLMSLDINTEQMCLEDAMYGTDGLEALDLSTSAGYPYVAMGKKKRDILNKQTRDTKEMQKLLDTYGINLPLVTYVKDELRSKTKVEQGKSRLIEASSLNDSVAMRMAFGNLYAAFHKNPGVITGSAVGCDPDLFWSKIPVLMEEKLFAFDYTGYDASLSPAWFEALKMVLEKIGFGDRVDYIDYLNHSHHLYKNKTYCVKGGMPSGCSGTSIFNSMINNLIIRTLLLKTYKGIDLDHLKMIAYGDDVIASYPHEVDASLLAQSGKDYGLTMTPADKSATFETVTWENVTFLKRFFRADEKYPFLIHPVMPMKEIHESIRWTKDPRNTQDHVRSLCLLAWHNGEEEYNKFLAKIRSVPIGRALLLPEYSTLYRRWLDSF
# PV pol inh FP z-score: recorded beside PV pol inh, whose call it bears; z-score; measured here: FP z-score; hits read low
# Numbers without * were called inactive; & = joins results of further samples.
compound	PV pol inh FP z-score	PV pol inh
COc1ccc(-c2nnc(SCC(=O)c3ccc(NC(C)=O)cc3)o2)cc1OC	-1.4	94
Cc1ccc(S(=O)(=O)Nc2ccccc2C(=O)Nc2nccs2)cc1	0.3	101
COCC(C)n1c(C)cc(C(=O)COC(=O)/C(=C/c2cccs2)c2cccs2)c1C (stereo not given)	-0.4	99
CC(C)c1ccc(-n2cccc2)cc1	-0.1	101
O=C1CC(Nc2c[nH]c(=O)[nH]c2=O)C(=O)N1c1ccc(Br)cc1 (stereo not given)	-0.1	103
Cc1ccc(NC(=O)Cn2c(=O)c(CNc3ccccc3)cc3cc4c(cc32)OCCO4)cc1	0.4	105
CCc1nnc(NC(=O)Cc2ccsc2)s1	-0.3	101
O=C(COC(=O)Cn1cnc2ccccc2c1=O)NC12CC3CC(CC(C3)C1)C2	-0.1	100
COc1ccc(-n2nnnc2C2CCN(S(=O)(=O)c3cccc(C(F)(F)F)c3)CC2)cc1	-0.8	105
COc1ccc(OC)c(NC(=O)CSc2nc3ccccc3nc2N2CCCC2)c1	-0.3	100
COC(=O)CSc1sc(=S)sc1SCC[n+]1ccccc1	0.1	102
O=C(CC1(O)C(=O)N(Cc2cccc(F)c2)c2ccccc21)c1ccco1 (stereo not given)	0.3	103
Cc1ccccc1/C=N/NC(N)=S	-0.1	100
COc1ccc(C2C(C(=O)NCc3ccc(F)cc3)CCC(=O)N2c2ccc3c(c2)OCO3)cc1 (stereo not given)	0.7	105
CC(C)C(=O)c1cccs1	0.4	105
Cc1cc(C)cc(NC(=O)c2cc(S(=O)(=O)NCCC3=CCCCC3)ccc2F)c1	-0.4	106
CCOc1ccccc1N(C)C(=O)NCc1noc2ccccc12	0	106
O=C(Nc1cccc(C(=O)N2CCN(c3cccc(Cl)c3)CC2)c1)c1nsc2ccccc12	1.2	112
O=C(CCc1ccccc1)NCCc1csc(-c2cccc(F)c2)n1	0.3	108
Cc1ccc(C)c(OC(=O)CSc2nnc(-c3ccc4c(c3)OCO4)o2)c1	-0.3	105
Cn1cnnc1SC(C(=O)c1ccccc1)c1ccccc1 (stereo not given)	-0.3	101
CCc1cccc(NC(=O)CSc2ncc3c(n2)-c2cc(Cl)ccc2N(C)S3(=O)=O)c1	0.1	107
O=C1CCCc2cc(S(=O)(=O)N3CCCC(C(=O)NCc4ccccc4)C3)ccc2N1 (stereo not given)	-1	103
Cc1ccccc1CNC(=O)CN1C(=O)C2CCCCN2c2ccc(C(=O)N3CCCC3)cc21 (stereo not given)	-2.3	97
CCc1ccc(NC(=O)N2CCc3cc(S(=O)(=O)N4CCC(C)CC4)ccc32)cc1	-0.1	101
CCNc1ccc(S(=O)(=O)C(F)(F)F)cc1NC(=O)CC#N	0.1	102
CCOC(=O)N1CC=C2C(C#N)=C(N)C(C#N)(C#N)C(CC)C2C1 (stereo not given)	0.2	102
COc1ccc(NC(=O)Cn2c(=O)n(CC(=O)NCCc3ccccc3)c(=O)c3ccccc32)cc1	-0.3	107
COc1ccccc1CNC(=O)C(C)n1cccc1C(=O)c1ccccc1 (stereo not given)	-0.5	102
O=C(CSc1nc2c(sc3ccccc32)c(=O)n1CCCC(=O)NC1CCCC1)Nc1ccc(F)cc1	0.3	106
COc1ccc(-c2nc3ccccc3o2)cc1NC(=O)Cc1ccc(Cl)cc1	-0.2	104
Cc1nn(-c2ccccc2)c2sc(C(=O)N/N=C/c3ccccc3)cc12	0.2	102
O=c1[nH]nc(Sc2ncccc2C(F)(F)F)n1C1CCCCC1	0.1	102
Cc1ccc(OCC(=O)Nc2ccc(S(=O)(=O)N(Cc3ccccc3)c3ccccc3)cc2)cc1	-0.3	102
Cc1ccc(N(CC(=O)NCc2ccc(Cl)cc2)S(=O)(=O)N(C)C)cc1	0.2	108
O=C(NC(=S)NCC1CCCCC1)c1ccco1	-0.1	100
O=C(COC(=O)C1CC2CCCC(C1)C2=O)c1ccc(CC(=O)N2CCOCC2)s1 (stereo not given)	0.9	109
C[C@H](NS(=O)(=O)c1cccc2nsnc12)C(=O)Nc1cccc(F)c1	-0.7	93
COc1cc(NC(=O)C(c2ccccc2)C2CCCC2)cc(C(F)(F)F)c1 (stereo not given)	-1.2	97
CCCN(CCC)CCCNC(=O)C1CCC(CNS(=O)(=O)c2ccc(NC(C)=O)cc2)CC1 (stereo not given)	-0.1	105
CCn1c(=O)c(=O)n(CC)c2cc(N3CCCCC3)c(NC(=O)c3cccc(F)c3)cc21	-0.3	104
Cc1ccc(-c2nnn(CC(=O)NC(C)C)n2)cc1	-0.3	101
C=CCn1c(=NC(=O)CCCC)sc2cccc(OC)c21	-0.1	102
Cc1ccc(S(=O)(=O)c2c(Nc3ccccc3)sc(C(=O)c3ccc4c(c3)OCO4)c2N)cc1	0.6	109
CCCCNC(=O)CN1C(=O)c2ccccc2S1(=O)=O	0	100
O=C(CNc1ncnc2ccccc12)NCCO	0.3	104
CC1(C)Cn2c(nc(=O)c3c2NC(=O)C3(O)C(F)(F)F)S1 (stereo not given)	0.8	102
CC(=O)Nc1ccc(NC(=O)C(C)OC(=O)C2CCN(C(=O)Nc3ccccc3)CC2)cc1 (stereo not given)	-0.1	103
CCc1c(C)sc2c1CCN(C(=O)Nc1cc(C)ccc1C)C2c1ccc(OC)cc1 (stereo not given)	0.8	110
Cc1ccc(N2C(=O)CSC23C(=O)N(CC(=O)NCCc2ccccc2)c2ccccc23)cc1C (stereo not given)	0.2	106

# (next part)
compound	PV pol inh FP z-score	PV pol inh
COc1ccc(NC(=O)CN(C)C(C)C(=O)Nc2ccc(NC(C)=O)cc2)cc1 (stereo not given)	0.4	104
COc1nc(-c2ccccc2)ccc1-c1noc(C(C)C)n1	-0.2	100
O=C(C1CCCCC1)n1cnc2ccccc21	0.3	105
O=P(Cc1ccccc1)(c1ccccc1)N(Cc1cccs1)CC1CCCO1 (stereo not given)	0.1	103
O=c1[nH]cc(N=Cc2ccc3c(c2)OCO3)c(=O)[nH]1	-0.2	99
N#Cc1ccccc1CN1C(=O)c2ccccc2Sc2ccc(C(=O)OCc3ccco3)cc21	-1.8	100
CCN(CC)C(=O)N1CCN(C)CC1	0&0.4	100&101
Cc1oc2cc3c(C(=O)N4CCN(C)CC4)c(C)oc3cc2c1C(=O)N1CCN(C)CC1	0	103
O=S(=O)(Cc1ccccc1)N1CCN(Cc2ccco2)CC1	-0.1	101
COc1ccc(CCN2C(=O)CC(Nc3cc(C(=O)O)ccc3C)C2=O)cc1 (stereo not given)	0.3	105
Cc1c(Cl)cccc1NC(=O)N1CCN(Cc2cc(=O)n3nc(-c4ccccc4F)sc3n2)CC1	0.1	108
COC(=O)c1ccc(NN)cc1	-0.2	99
c1ccc(COc2ccc(Oc3cnccn3)cc2)cc1	0.3	106
Clc1ccc2nc(-c3cccnc3)c(Nc3ccccc3)n2c1	-0.4	100
Cc1ccc(OCc2nc(SCC(=O)N3CCc4ccccc43)n[nH]2)cc1	0.3	105
O=S(=O)(c1ccc(NC(=S)NC2CCCCC2)cc1)N1CCOCC1	0.8	102
CC1=C(OC(=O)c2ccccc2)C(C)(C)C(c2ccccc2)OC1=O (stereo not given)	-0.4	99
C/C(=N\NC(=O)C(F)(F)F)c1ccccc1O	0.3	103
FC(F)(F)c1cc(-c2ccc3c(c2)OCO3)nc(=S)[nH]1	0.1	102
Cc1[nH]n2c(=O)cc(-c3ccccc3)nc2c1-c1ccccc1	0.5	101
COCCn1c(C)cc(O)c(C(c2ccc(Cl)cc2)N2CCCCC2)c1=O (stereo not given)	0.6	111
O=C1C2CC=CCC2C(=O)N1Cc1cc(=O)n2ccsc2n1 (stereo not given)	-0.1	101
Cc1ccc(NC(=O)C(=O)c2cc(C)n(-c3ccc(F)cc3)c2C)cc1C	-0.2	105
Cc1nnc(C)n1/N=C/c1ccccn1	-0.2	101
Cn1c(=N)n(CC(=O)c2ccc(-c3ccccc3)cc2)c2ccccc21	1.1	105
Cc1ccc(C)n1CCc1ccccc1	0	102
CCSc1nc2ccccc2c(=O)n1-c1cccc(OC)c1	-1	98
O=C(NCCc1ccccc1)c1cnc2sc(N3CCOCC3)nn2c1=O	0.4	110
CC1=C(C(=O)Nc2ccc(C)cc2)C2(CCN(C(C)C)CC2)OC1=O	0.9	102
O=C(COc1ccccc1-c1nc(-c2ccccc2)no1)Nc1ccc([N+](=O)[O-])cc1	0.7	111
COc1ccc2oc(=O)cc(CN(Cc3cccs3)C(C)C)c2c1	0.9	105
O=C(Nc1cccnc1)c1cccc(S(=O)(=O)NCc2cccnc2)c1	0.4	105
COc1ccc(C(=O)C[n+]2cc(-c3ccc(OC)cc3)n3c2CCCCC3)cc1	-0.4	99
Cc1cc(C)c2oc(-c3cc(NC(=O)c4ccc(Br)o4)ccc3O)nc2c1	0	102
CCCCn1nnnc1COC(=O)/C(C#N)=C/c1ccc(N(C)C)cc1	-6.9	46
NC(=O)COC(=O)c1ccc(Oc2ccccc2)cc1	0	103
CCOC(=O)c1noc2ncn(CC(=O)Nc3ccc(C)c(F)c3)c(=O)c12	0	107
COc1ccc(-c2c3c(nc4sc(C(=O)Nc5ccc(Cl)cc5)c(N)c24)CC(C)(C)CC3=O)cc1	-0.2	104
CNC(=O)c1ccc(Cn2c(SCc3ccc(C)cc3)nc3ccncc32)cc1	0.5	105
Cc1ccc(Cl)cc1NC(=O)COC(=O)CC(C)(C)CC1=NS(=O)(=O)c2ccccc2N1	-0.2	106
Cc1cc2nn(-c3ccc(F)cc3)nc2cc1NC(=O)c1cccc([N+](=O)[O-])c1C	0.4	107
CCOc1ccc(C=Nc2ccccc2)cc1	0.1	104
Nc1ncnc2c1c1nc3ccccc3nc1n2CCc1ccccc1	0.4	102
CCC(Sc1nc(=O)cc(N)n1CCc1ccccc1)C(=O)Nc1nc(-c2ccccc2)cs1 (stereo not given)	-0.1	103
Cc1ccccc1OCc1nnc(SCC(=O)N(C)C)n1-c1ccccc1	2.2	108
O=C(CC1c2ccccc2CCN1S(=O)(=O)c1ccc(F)cc1)OCC(=O)N1CCCCC1 (stereo not given)	-0.1	102
CCN1CCN(CC(=O)NC23CC4CC(CC(C4)C2)C3)CC1	0.4	103
CCN(CC)C(=O)C1C(=O)N(C)C2(C)CC1c1ccccc1O2 (stereo not given)	0	100
COC(=O)C1=C(C)Nc2ccccc2S1	0.9	107
CC(=O)N1CCc2c(sc3c2c(=O)n(Cc2ccccc2)c(=O)n3Cc2cccc(C)c2)C1	0.2	103

# Continued.
compound	PV pol inh FP z-score	PV pol inh
CC(C)S(=O)(=O)c1oc(-c2ccc(F)cc2)nc1S(=O)(=O)c1ccccc1	0.3	109
Cc1ccccc1-n1c(/C=C/c2ccc(O)cc2)nc2ccccc2c1=O	0.6	106
C#CCOc1ccc(OC)cc1/C=C(/C#N)c1ccc(C#N)cc1	0.5	101
CCC(C)NC(=O)c1ccc(Cl)cc1 (stereo not given)	-0.6	97
C(=NC1CCCCCCCCCCC1)c1ccco1	0.3	104
O=C1CCCc2cc(S(=O)(=O)NCC3CCC(C(=O)Nc4ccc(Cl)cc4)CC3)ccc2N1 (stereo not given)	-0.4	100
COc1cccc(C2C(C(=O)/C=C/c3ccco3)=C(O)C(=O)N2CCN2CCOCC2)c1 (stereo not given)	-0.2	101
CN(C(=O)NC(=O)Nc1ccc(Cl)cc1Cl)S(C)(=O)=O	0.1	102
O=c1oc2ccccc2c(O)c1Sc1ccc(Cl)cc1	-0.6	101
O=C(NN1C(=O)/C(=C\c2cccnc2)SC1=S)c1ccccc1	-0.2	101
Cc1ccc(CNC(=O)c2ccc(CSCc3ccccc3C)o2)cc1	-0.6	108
CN(C)C(Cc1ccccc1)C(=O)C(C)(C)C (stereo not given)	0.1	104
CCOC(=O)c1[nH]c(=O)[nH]c1COC(=O)c1cc2ccccc2o1	-0.2	101
C=CCNC(=O)c1ccccc1NC(=O)CC	2.5	108
CCOC(=O)N1CCN(C(=S)Nc2ccc(OC(F)F)cc2)CC1	0.5	111
CCOC(=O)C1CCCN(C(=O)Cn2nc(C)n3nc(-c4ccc(OC)cc4)cc3c2=O)C1 (stereo not given)	0	101

# Arranged by count of non-hydrogen atoms (descending): eleven of the compounds above.
compound	PV pol inh FP z-score	PV pol inh
CC(=O)N1CCc2c(sc3c2c(=O)n(Cc2ccccc2)c(=O)n3Cc2cccc(C)c2)C1	0.2	103
COc1cccc(C2C(C(=O)/C=C/c3ccco3)=C(O)C(=O)N2CCN2CCOCC2)c1 (stereo not given)	-0.2	101
Cc1ccccc1-n1c(/C=C/c2ccc(O)cc2)nc2ccccc2c1=O	0.6	106
Cc1ccc(CNC(=O)c2ccc(CSCc3ccccc3C)o2)cc1	-0.6	108
CCOC(=O)c1[nH]c(=O)[nH]c1COC(=O)c1cc2ccccc2o1	-0.2	101
O=C(NN1C(=O)/C(=C\c2cccnc2)SC1=S)c1ccccc1	-0.2	101
O=c1oc2ccccc2c(O)c1Sc1ccc(Cl)cc1	-0.6	101
C(=NC1CCCCCCCCCCC1)c1ccco1	0.3	104
CN(C)C(Cc1ccccc1)C(=O)C(C)(C)C (stereo not given)	0.1	104
COC(=O)C1=C(C)Nc2ccccc2S1	0.9	107
CCC(C)NC(=O)c1ccc(Cl)cc1 (stereo not given)	-0.6	97

# By substructure, those above with a nitro group on carbon
compound	PV pol inh FP z-score	PV pol inh
O=C(COc1ccccc1-c1nc(-c2ccccc2)no1)Nc1ccc([N+](=O)[O-])cc1	0.7	111
Cc1cc2nn(-c3ccc(F)cc3)nc2cc1NC(=O)c1cccc([N+](=O)[O-])c1C	0.4	107

# A portion of the library. The share of hits here may be higher or lower than overall.
